# SKKanGAS inh = inhibitors of SKKanGAS S. pyogenes growth in kanamycin (SK-promoter or general growth effect). 300,000 tested, 1.3% active. BacTiter-Glo, 6 h. inhibition, % at 7.5 µM;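 active = mean replicate score, as percent of positive control median, at least 50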;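 note: strain carries kanamycin resistance gene driven by streptokinase promoter and grows in 40 µg/ml kanamycin; loss of luminescence reflects streptokinase promoter inhibition or plain growth inhibition; 0% = median of DMSO wells and 100% = positive control at its reference dose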
# HIF activator = HIF pathway transcriptional activation; activation, % at 7.5 µM (by protocol); AID 1910; 300,000 tested, 0.32% active; U2OS HRE-luciferase reporter, luminescence; normalized: DMSO 0%, desferrioxamine 100%;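 active = mean activation of at least 10% of the iron chelator positive control signal, with at least half of replicates also reaching 10%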
# KLF5 inhibitor = suppresses KLF5 promoter-driven expression. AID 1700. DLD-1 KLF5 promoter-luciferase reporter, luminescence. inhibition, % at 5 µM. 290,000 tested, 0.23% active;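 active = inhibition above a per-plate limit of that plate's mean compound inhibition plus 3 SD, cut at about 60% in these data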;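 note: 0% = DMSO wells and 100% = LY294002 at 200 µM; higher means less KLF5 promoter-driven luciferase light; inactives centre near -14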
# TRPC4 act = opens the mouse TRPC4 cation channel; 310,000 tested, 0.49% active; HEK293 TRPC4beta/mu-opioid, Fluo4 calcium fluorescence; hits give high values; AID 2237; Q9QUQ5; B-score at 10 µM;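 active = B-score above 5 SD of library B-scores, and initial fluorescence ratio not above library mean plus 5 SD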;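 note: positive B-score marks a calcium rise read as TRPC4 activation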
# Target sequence (Q9QUQ5 whole entry, looked up): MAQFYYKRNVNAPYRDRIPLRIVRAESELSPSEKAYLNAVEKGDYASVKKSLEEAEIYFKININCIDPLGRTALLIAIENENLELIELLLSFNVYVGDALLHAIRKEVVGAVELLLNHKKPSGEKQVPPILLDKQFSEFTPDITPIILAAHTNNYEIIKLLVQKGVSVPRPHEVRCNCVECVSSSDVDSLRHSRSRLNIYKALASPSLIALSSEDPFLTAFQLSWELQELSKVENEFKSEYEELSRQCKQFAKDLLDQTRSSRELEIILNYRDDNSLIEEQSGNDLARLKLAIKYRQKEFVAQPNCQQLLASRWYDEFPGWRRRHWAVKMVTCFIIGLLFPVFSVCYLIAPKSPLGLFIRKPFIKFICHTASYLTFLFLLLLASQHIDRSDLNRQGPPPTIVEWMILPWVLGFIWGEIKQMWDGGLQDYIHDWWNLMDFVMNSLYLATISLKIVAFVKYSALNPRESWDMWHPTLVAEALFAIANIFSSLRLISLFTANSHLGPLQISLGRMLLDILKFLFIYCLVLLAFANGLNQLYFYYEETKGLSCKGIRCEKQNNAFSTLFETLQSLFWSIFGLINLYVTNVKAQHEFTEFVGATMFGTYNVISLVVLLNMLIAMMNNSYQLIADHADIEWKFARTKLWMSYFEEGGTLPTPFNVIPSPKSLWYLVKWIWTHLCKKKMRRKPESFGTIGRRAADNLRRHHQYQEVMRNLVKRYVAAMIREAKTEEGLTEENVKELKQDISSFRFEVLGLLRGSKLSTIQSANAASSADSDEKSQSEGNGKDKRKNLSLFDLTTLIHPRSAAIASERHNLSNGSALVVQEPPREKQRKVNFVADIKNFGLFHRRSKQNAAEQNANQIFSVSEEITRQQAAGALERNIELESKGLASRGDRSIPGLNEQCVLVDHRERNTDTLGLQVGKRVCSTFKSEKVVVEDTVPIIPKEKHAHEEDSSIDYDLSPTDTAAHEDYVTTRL
#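 Assay system: HEK293 cells stably co-expressing mouse TRPC4beta and mu-opioid receptor / Timing: Fluo4 dye loading 45 min at room temperature, 110 s recording / Signal: Fluo4 calcium-sensitive dye fluorescence, kinetic, 1 Hz baseline / Read-out: integrated baseline-normalised fluorescence ratio, converted to per-well B score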
# TRPC4 block = inhibitors of mouse TRPC4 channel | HEK293 TRPC4beta/mu-opioid, DAMGO-evoked Fluo4 calcium flux; hits give low values | B-score at 10 µM | 300,000 tested, 0.39% active | AID 2247;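 active = B-score over 3 SD under the library average, no early fluorescence shift, positive overall ratio signal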
#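 Material: HEK293 cells with stable TRPC4beta plus mu-opioid receptor expression; probe or stimulus: DAMGO in two steps, submaximal then maximal; technique: Fluo4 calcium fluorescence by kinetic imaging, 5 s 1 Hz baseline; measure: integrated fluorescence ratio relative to baseline, converted to per-well B score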
# TRPC6 activator = activates the mouse TRPC6 cation channel. Q61143. HEK293-TRPC6 membrane potential dye fluorescence; hits give high values. B-score at 10 µM. 310,000 tested, 0.13% active;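 active = B-score of the integrated fluorescence ratio above library mean plus 3 SD, and starting fluorescence ratio within library mean plus 5 SD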;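 note: higher score means more depolarization so channel activation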
# TRPC6 inh = blocks the mouse TRPC6 cation channel. Q61143. HEK293-TRPC6, membrane potential dye, ACh-evoked depolarization; hits give low values. B-score at 10 µM. 310,000 tested, 1.1% active. AID 2553;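 active = B-score under library mean minus 3 SD, initial fluorescence not abnormally high, positive integrated signal ratio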;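 note: B-score derived from integrated fluorescence ratio over the kinetic read; more negative B-score means stronger inhibition of depolarization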
# aSyn UTR inh = MLPCN primary screen, SNCA 5' untranslated region; alpha-synuclein 5'UTR reporter, inhibitor activity; inhibition, % (tested at 7.5 µM); AID 1813; 300,000 tested, 0.82% active; in the data active = inhibition above about 60%;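 note: H4 neuroglioblastoma cells stably carrying SNCA 5'UTR luciferase fusion; 0% = DMSO wells and 100% = positive control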
# IEC-6 cytotox = kills IEC-6 intestinal cells in KLF5 counter-screen | 290,000 tested, 0.78% active | AID 1825 | inhibition, % at 5 µM | IEC-6 cytotoxicity, luminescence viability; in the data active = inhibition above about 22%;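 note: 0% = plate median of test compound wells and 100% = cytotoxic reference compound wells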
# MrgX1 antagonist = antagonists of human MrgX1 receptor | Q96LB2 | AID 588676 | B-score at 10 µM | MRGX1-HEK293 calcium flux, Fluo-4, BAM8-22 antagonism; hits give low values | 310,000 tested, 1.3% active;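 active = calcium-response B-score plate-corrected more than 3 library SD below zero, starting fluorescence within 5 deviations, no agonist response on first addition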;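 note: peak minus trough fluorescence over baseline after final BAM8-22 challenge near maximal dose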
# TRPC4 PAM = TRPC4 (mouse) allosteric potentiation; Q9QUQ5; HEK293 TRPC4beta/mu-opioid, DAMGO EC20, Fluo-4 Ca2+ flux; hits give high values; B-score at 10 µM; 310,000 tested, 0.42% active;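 active = B-score of calcium response area above 5 SD of library B-scores, with initial fluorescence ratio within 5 SD of library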;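 note: B-score of integrated fluorescence ratio over time as area under calcium response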
# * = called active by the depositor; i = inactive; · = no result given.
SMILES,SKKanGAS inh,HIF activator,KLF5 inhibitor,TRPC4 act,TRPC4 block,TRPC6 activator,TRPC6 inh,aSyn UTR inh,IEC-6 cytotox,MrgX1 antagonist,TRPC4 PAM
CC(=O)Nc1ccc(OC(F)(F)C(F)F)c(NC(C)=O)c1,-4,0.0,-17,i,i,i,i,-3,3,i,i
Cc1cc(C(=O)COc2ccc3ccc(=O)oc3c2)c(C)n1C,2,0.0,-4,i,i,i,i,10,-4,i,i
COc1cccc(C(=O)N(c2ccc(C)cc2)C2C=CS(=O)(=O)C2)c1 (stereo unspecified),-2,-0.5,-38,i,i,i,i,-6,2,i,i
CCOC(=O)C1=C(C)N(CCCC(=O)O)C(=O)NC1c1ccc(Cl)cc1 (stereo unspecified),-6,0.0,-3,i,i,i,i,-5,-1,i,i
O=C1/C(=C\c2cccnc2)SC(=S)N1C1CCS(=O)(=O)C1 (stereo unspecified),·,0.0,4,i,i,i,i,6,-4,i,i
NC(=O)CC(NC(=O)Cc1cccc2ccccc12)c1ccc(N2CCC(Cc3ccccc3)CC2)c([N+](=O)[O-])c1 (stereo unspecified),14,-0.5,-7,i,i,i,i,-11,-4,i,i
CCN(CC)CCN(Cc1cc2cc3c(cc2[nH]c1=O)OCO3)C(=S)NCC1CCCO1 (stereo unspecified),-5,0.0,-13,i,i,i,i,-13,-2,i,i
COC(=O)[C@@H]1Cc2c([nH]c3ccccc23)C2CCC(=O)N21 (stereo partly specified),4,2.4,-18,i,i,i,i,11,8,i,i
O=C(NC(n1ccc(=O)[nH]c1=O)C(Cl)(Cl)Cl)C12CC3CC(CC(C3)C1)C2 (stereo unspecified),5,-0.6,5,i,i,i,i,15,1,i,i
O=C(NC(=S)NC1CC1)c1cccnc1,-3,0.2,-45,i,i,i,i,12,-3,-4.7*,i
CSc1ccc(CN(C)CC(=O)NCCc2ccccc2)cc1,1,-0.2,-5,i,i,i,i,-4,2,i,i
CCOc1ccccc1C(=O)NCC(=O)NNC(=O)CN(C)S(=O)(=O)c1ccc(Cl)cc1,0,0.5,·,i,i,i,i,18,·,i,i
CN(Cc1ccccc1)C(=O)CCC1CCN(S(C)(=O)=O)CC1,-2,-18,-12,i,i,i,i,-8,-4,i,i
CC1(C)CC2CC(C)(CN2C(=O)c2ccccc2)C1 (stereo unspecified),0,0.3,-8,i,i,i,i,14,4,i,i
O=C(CSC1=NCCS1)Nc1cccc(F)c1,5,0.0,-22,i,i,i,i,15,-2,i,i
Cc1ccc2oc(=O)c(/C=C(\O)c3sc(C)nc3C)nc2c1,1,-0.6,-13,i,i,i,i,-15,4,i,i
CCOC(=O)C1CCN(S(=O)(=O)c2ccc3[nH]c(=O)c(=O)[nH]c3c2)CC1,-1,-0.2,13,i,i,i,i,8,7,i,i
Cc1cccc(OCC(=O)N(Cc2cccs2)C2CCS(=O)(=O)C2)c1C (stereo unspecified),-6,-0.6,1,i,i,i,i,16,-3,i,i
Nc1nn(-c2ccccc2)c(N)c1N=Nc1ccccc1F,0,1.3,-118,i,i,i,i,-98,24*,i,i
Cn1c(=O)c2c(nc(NC3CCCCC3)n2Cc2ccccc2)n(C)c1=O,-4,0.1,-30,i,i,i,i,18,0,i,i
CC(C)(C)c1ccc(OC(=O)Cn2c(C(F)(F)F)nc3ccccc32)cc1,-1,-0.3,-7,i,i,i,i,-8,5,i,i
O=[N+]([O-])c1ccc(N2CCOCC2)cc1NCc1ccccc1,-12,·,-16,i,i,i,i,·,2,i,i
Cc1onc(-c2ccccc2)c1C(=O)N1CCN(c2ncccn2)CC1,-9,0.1,-6,i,i,i,i,14,7,i,i
Cn1nc(C(=O)OCC(=O)N2CCc3ccccc32)c2ccccc2c1=O,-6,-0.4,-3,i,i,i,i,-3,-4,i,i
O=C(O)[C@H]1CCCC[C@H]1C(=O)Nc1cc([N+](=O)[O-])ccc1F,2,0.5,-24,i,i,i,i,12,3,i,i
COc1ccc(COc2ccc(C3C(S(=O)(=O)c4ccccc4)CON3C)cc2OC)cc1 (stereo unspecified),-5,0.0,-6,i,i,i,i,-29,3,i,i
O=C(COc1coc(CN2CCCc3ccccc32)cc1=O)Nc1ccc([N+](=O)[O-])cc1,6,-0.5,·,i,i,i,i,-2,·,i,i
Cc1nc(N)nc(N)c1CCCc1ccc(Cl)c(Cl)c1,109*,-2.3,·,i,i,i,-5.7*,92*,·,i,i
CC(C)CSc1nnc2c3ccccc3n(C)c2n1,-2,2.5,-13,i,i,i,i,-75,13,i,i
O=C(NCc1ccccc1)Oc1cccc(Cl)c1,4,0.9,-9,i,i,i,i,-5,-3,i,i
Cc1onc(-c2ccccc2Cl)c1C(=O)NCc1ccco1,-1,-0.1,-21,i,i,i,i,-80,1,i,i
COc1cccc2cc(C(C)N(CCCN3CCOCC3)C(=S)Nc3cc(C)cc(C)c3)oc12 (stereo unspecified),5,0.2,-31,i,i,i,i,-15,-3,i,i
Cc1ccc(C(=O)N2CCN(c3ccc(N4CCOCC4)nn3)CC2)cc1C,-6,-0.8,·,i,i,i,i,10,·,i,i
C=CCn1c(NCc2ccc(OC)cc2)nc2ccccc21,7,0.8,-46,i,i,i,i,-26,-1,i,i
CCOC(=O)C1CCN(S(=O)(=O)c2cccc(C(=O)Nc3ccccc3)c2)CC1,-6,-0.8,-10,i,i,i,i,-24,1,i,i
COc1cccc2cc(-c3n[nH]c(=S)n3C)oc12,-6,-1.0,-30,i,i,i,i,3,9,i,i
Cc1ccc(NC(=O)Nc2c(C)n(C)n(-c3ccccc3)c2=O)cc1C,-4,-0.4,-27,i,i,i,i,3,-1,i,i
O=C(CCN1C(=O)/C(=C\c2ccccc2)SC1=S)Nc1ccc(C(=O)O)cc1,4,0.3,4,i,i,i,i,20,6,i,i
O=C(Nc1cccc(C(=O)N2CCOCC2)c1)c1ccccc1Cl,-5,-0.2,-14,i,i,i,i,4,2,i,i
Cc1cnc(NC(=O)CSc2nnc(C)n2N)s1,0,0.7,-1,i,i,i,i,8,-2,i,i
O=C(CSc1nnc2ccccn12)NCCN1C(=O)CSC1=O,0,0.1,0,i,i,i,i,5,-4,i,i
CCOc1nc(-c2ccccc2)ccc1-c1noc(COc2ccccc2)n1,8,0.0,7,i,i,i,i,10,-4,i,i
Cc1ccccc1OCC(=O)Nc1cccc(NC(=O)c2ccco2)c1,-11,0.0,-26,i,i,i,i,4,5,i,i
O=[N+]([O-])c1ccc2c3n([n+]([O-])c2c1)CCN=C3c1ccc(Cl)cc1,21,-0.5,·,i,i,i,i,-11,·,i,i
Cc1ccc(NC(=O)CSc2cn[nH]n2)cc1,-4,-0.1,-15,i,i,i,i,-18,-7,i,i
Cc1ccc2nc(NCc3ccccc3)c(C#N)cc2c1,-1,1.1,-38,i,i,i,i,-14,1,i,i
CCCc1nc2ccccc2c(=O)n1-c1c(C)n(C)n(-c2ccccc2)c1=O,-8,-0.1,-30,i,i,i,i,-6,-1,i,i
CCC(=O)c1cc2c(cc1NC(=O)c1ccccc1)OCCO2,-9,-0.5,-26,i,i,i,i,-35,-11,i,i
NC(=NC(=O)c1ccc(OCC(F)(F)F)nc1)c1ccccc1,-1,0.3,-12,i,i,i,i,4,6,i,i
Cc1nc2sc3c(c2c(=O)[nH]1)CCCCC3,-1,0.5,-12,i,i,i,i,-37,-2,i,i
COc1ccccc1-c1nnc(SCC(=O)OC(C)C)o1,4,0.1,-71,i,i,i,i,-83,-2,-6.6*,i
CCNC(=O)CSc1nc2sccc2c(=O)n1-c1ccccc1,3,-22,-13,i,i,i,i,-18,-6,i,i
CC(C)[C@H](NC(=O)c1ccccc1)C(=O)OCC(=O)N1CC2(C)CC1CC(C)(C)C2 (stereo partly specified),5,-0.2,-57,i,i,i,i,1,6,i,i
CSCCC1NC2(C(=O)Nc3c(C)cc(Cl)cc32)[C@@H]2C(=O)N(C3CCCC3)C(=O)[C@H]12 (stereo partly specified),-6,-0.1,5,i,i,i,i,6,4,i,i
Cc1ccc(Cn2nnnc2CN2CCC(O)(c3ccc(F)cc3)CC2)cc1,-8,0.1,-1,i,i,i,i,28,0,i,i
CC(=O)Nc1ccc(C(=O)OCC(=O)Nc2c(F)cccc2F)cc1,-22,-3.5,3,i,i,i,i,-3,10,i,i
COc1cc(/C=N/NC(=O)c2nnn(-c3nonc3N)c2C(C)C)ccc1OCc1ccccc1,19,1.4,-34,i,i,i,i,-82,-4,i,i
O=C(CSc1nccn1-c1ccccc1)c1ccc(Cl)cc1,-3,0.7,-60,i,i,i,i,-111,-4,i,i
O=C(Nc1ccc(F)cc1F)c1ccc2c(c1)[nH]c(=O)n2Cc1ccc(F)cc1,3,-0.8,3,i,i,i,i,0,2,i,i
NNC(=O)c1ccccc1OCc1ccccc1,-4,1.0,-7,i,i,i,i,1,-6,i,i

# Rewritten with bars between the fields: part of the list above.
molecule | SKKanGAS inh | HIF activator | KLF5 inhibitor | TRPC4 act | TRPC4 block | TRPC6 activator | TRPC6 inh | aSyn UTR inh | IEC-6 cytotox | MrgX1 antagonist | TRPC4 PAM
Cc1ccc(NC(=O)CSc2cn[nH]n2)cc1 | -4 | -0.1 | -15 | i | i | i | i | -18 | -7 | i | i
Cc1ccc(Cn2nnnc2CN2CCC(O)(c3ccc(F)cc3)CC2)cc1 | -8 | 0.1 | -1 | i | i | i | i | 28 | 0 | i | i

# The list goes on.
SMILES,SKKanGAS inh,HIF activator,KLF5 inhibitor,TRPC4 act,TRPC4 block,TRPC6 activator,TRPC6 inh,aSyn UTR inh,IEC-6 cytotox,MrgX1 antagonist,TRPC4 PAM
O=C(Nc1ccc2c(c1)OCCO2)C1CCCN(S(=O)(=O)c2cccc3nsnc23)C1 (stereo unspecified),5,-0.5,-37,i,i,i,i,-6,-1,i,i
COc1cccc(OC)c1OCCNCCO,-2,-0.2,-12,i,i,i,i,-12,-2,i,i
CCOc1ccc(CNn2nnnc2N)cc1,-1,-0.3,-20,i,i,i,i,-11,-2,i,i
CCCS(=O)(=O)N1CCC(C(=O)NCc2cccnc2)CC1,5,-0.2,-9,i,i,i,i,-6,-6,i,i
COc1cc(C(=O)OCC(=O)Nc2ccc(F)cc2F)cc(OC)c1OC,2,-0.2,-22,i,i,i,i,11,3,i,i
CC(C)CCNC(=O)NC(=O)COC(=O)c1cc(S(=O)(=O)N2CCOCC2)ccc1N1CCCCC1,6,0.0,-15,i,i,i,i,-6,0,i,i
COC(=O)N=Nc1c(O)[nH]c2ccc(Br)cc12,7,1.4,-39,i,i,i,i,-26,-4,i,i
COc1ccccc1N1CCN(CCN2C(=O)C3CCCN3C2=O)CC1 (stereo unspecified),1,-4.1,-32,i,i,i,i,4,-3,i,i

# Screening results as filed in PubChem.
